Screens as filed in PubChem BioAssay.
G9a block = G9a (human) methyltransferase inhibition. Q96KQ7. 8.8% of 350,000 active. G9a H3K9 monomethylation, AlphaScreen, 2 h. Potency, µM (series often up to 102 µM), without a hit: at the highest dose activity, negative = inhibition, actives largely listed as inhibitors. AID 504332; also: % is scaled to controls: 0 for no effect and ±100 for the full control effect; nearly all actives have a fitted effect of over 75% in size
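Enzyme 20 nM + cpd, 15 min RT; add b-H3K9 pep 500 nM / SAM 20 uM; 2 h RT; anti-H3K9me1 Ab 0.5 ug/mL + SA donor / anti-rabbit acceptor beads 20 ug/mL each, 10 min; AlphaScreen read.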
Pin1 inh = blocks the human prolyl isomerase Pin1; Potency, µM (highest dose often 115 µM), without a hit: top-dose activity, negative = inhibition, usual class: inhibitors; Q13526; 0.009% of 390,000 active; Pin1 FP peptide displacement, HiFluor488, 10 min; active = well fitted inhibition curve with a large enough effect in the polarisation, with a control signal flat, not every such curve was filed as active; inconclusive = small, poorly fitted or top-dose-only effect, or effect the other way, or a change in a side signal; inactive = no such curve, though single readings can be large or run the other way; the % refers to the polarisation; also: % is scaled to controls: 0 for no effect and ±100 for the full control effect
GLS inh = inhibitors of human glutaminase (GLS); GLS enzymatic activity, qHTS titration; Potency, µM (doses to about 45.5 µM), without a hit: at the top dose activity change, negative = inhibition, usual class: inhibitors; 0.21% of 410,000 active; AID 624170; also: % is scaled to controls: 0 for no effect and ±100 for the full control effect
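hKGA in 45 mM KH2PO4 pH 8.2, 0.02% Tween-20 with pin-transferred compounds; 1 mM L-glutamine (stock) plus glutamate oxidase/HRP/Amplex Red coupling added. Fluorescence read initially and after 30 min at RT.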
BAZ2B block = inhibitors of human BAZ2B bromodomain | Q9UIF8 | AlphaScreen BAZ2B-H3K14Ac peptide displacement | Potency, µM (titrated, usually from 114 µM), inactives show top-dose activity change, negative = inhibition, hits mostly inhibitors | 4.4% of 360,000 active; also: % is scaled to controls: 0 for no effect and ±100 for the full control effect; nearly all actives have a fitted effect of over 60% in size
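BAZ2B (50 nM) with biotin-H3(5-23)K14Ac peptide (50 nM) in PBS pH 7.4, 0.01% Tween-20, preformed 30 min, then compound 30 min at room temperature; top concentration 110uM. AlphaScreen streptavidin donor/nickel chelate acceptor beads (10 ug/mL final), 20 min dark, signal read.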
Tb PGK inh = inhibitors of T. brucei phosphoglycerate kinase. P07378. PGK/GAPDH coupled, Kinase-Glo luminescence, 60 min. Potency, µM (highest dose often 57.5 µM), for the others: at the top dose activity change, negative = inhibition, most hits filed as inhibitors. 0.043% of 380,000 active. AID 602233; also: % is scaled to controls: 0 for no effect and ±100 for the full control effect; nearly all actives have a fitted effect of over 60% in size
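Luminescent ATP detection (Kinase-Glo Plus) follows a 60-minute room-temperature incubation, with wells lacking PGK as controls. Buffer: 100 mM TEA (pH 7.6), 5 mM MgCl2, 0.01% Tween-20. Coupling enzyme GAPDH (100 nM final) supplies unstable 1,3-BPG in-well.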
BLM inh = Bloom syndrome helicase (human) inhibition; Potency, µM (doses to about 56.1 µM), for inactives: at the highest dose activity change, negative = inhibition, hits mostly inhibitors; recombinant BLM DNA unwinding, fluorescence dequenching; 0.2% of 350,000 active;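 also: plate controls were vehicle for no effect and no enzyme for full effect; nearly all actives have a fitted effect of over 35% in size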
Pol iota inh = inhibitors of human DNA polymerase iota; Pol iota fluorescent replication assay, 10 min; AID 588590; 1% of 390,000 active; Q9UNA4; Potency, µM (titrated, usually from 115 µM), for the others: top-dose activity, negative = inhibition, hits mostly inhibitors
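Fluorescent replication assay read twice, at 0 min and 10 min after adding 50 nM (final) substrate. Enzyme (10 nM) and compounds were first incubated 15 min at room temperature; enzyme-free buffer wells were negative controls.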
HP1b binding inh = inhibitors of HP1-beta chromodomain binding to methylated histone tails | P83916 | AlphaScreen HP1-beta / biotin-H3K9me3 peptide binding | Potency, µM (doses to about 114 µM), without a hit: at the top dose activity change, negative = inhibition, most hits filed as inhibitors | 0.56% of 390,000 active | AID 540317; also: nearly all actives have a fitted effect of over 70% in size; inactives centre near 23
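AlphaScreen: HP1-beta (50 nM) preformed 30 min with biotin-H3(1-18)K9me3 peptide (50 nM) in PBS pH 7.4, 0.01% Tween-20. Compound added for 30 min at RT, then streptavidin donor/nickel chelate acceptor beads (10 ug/mL) for 30 min.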
JMJD2A Tudor = blocks the human JMJD2A Tudor domain; O75164; AlphaScreen JMJD2A-Tudor / H3K4me3 peptide binding; Potency, µM (titrated, usually from 114 µM), without a hit: at the highest dose activity change, negative = inhibition, hits mostly inhibitors; 4.4% of 390,000 active; AID 504339; also: % is scaled to controls: 0 for no effect and ±100 for the full control effect; nearly all actives have a fitted effect of over 50% in size
Target sequence (O75164 whole entry, looked up, the tested form may be a part): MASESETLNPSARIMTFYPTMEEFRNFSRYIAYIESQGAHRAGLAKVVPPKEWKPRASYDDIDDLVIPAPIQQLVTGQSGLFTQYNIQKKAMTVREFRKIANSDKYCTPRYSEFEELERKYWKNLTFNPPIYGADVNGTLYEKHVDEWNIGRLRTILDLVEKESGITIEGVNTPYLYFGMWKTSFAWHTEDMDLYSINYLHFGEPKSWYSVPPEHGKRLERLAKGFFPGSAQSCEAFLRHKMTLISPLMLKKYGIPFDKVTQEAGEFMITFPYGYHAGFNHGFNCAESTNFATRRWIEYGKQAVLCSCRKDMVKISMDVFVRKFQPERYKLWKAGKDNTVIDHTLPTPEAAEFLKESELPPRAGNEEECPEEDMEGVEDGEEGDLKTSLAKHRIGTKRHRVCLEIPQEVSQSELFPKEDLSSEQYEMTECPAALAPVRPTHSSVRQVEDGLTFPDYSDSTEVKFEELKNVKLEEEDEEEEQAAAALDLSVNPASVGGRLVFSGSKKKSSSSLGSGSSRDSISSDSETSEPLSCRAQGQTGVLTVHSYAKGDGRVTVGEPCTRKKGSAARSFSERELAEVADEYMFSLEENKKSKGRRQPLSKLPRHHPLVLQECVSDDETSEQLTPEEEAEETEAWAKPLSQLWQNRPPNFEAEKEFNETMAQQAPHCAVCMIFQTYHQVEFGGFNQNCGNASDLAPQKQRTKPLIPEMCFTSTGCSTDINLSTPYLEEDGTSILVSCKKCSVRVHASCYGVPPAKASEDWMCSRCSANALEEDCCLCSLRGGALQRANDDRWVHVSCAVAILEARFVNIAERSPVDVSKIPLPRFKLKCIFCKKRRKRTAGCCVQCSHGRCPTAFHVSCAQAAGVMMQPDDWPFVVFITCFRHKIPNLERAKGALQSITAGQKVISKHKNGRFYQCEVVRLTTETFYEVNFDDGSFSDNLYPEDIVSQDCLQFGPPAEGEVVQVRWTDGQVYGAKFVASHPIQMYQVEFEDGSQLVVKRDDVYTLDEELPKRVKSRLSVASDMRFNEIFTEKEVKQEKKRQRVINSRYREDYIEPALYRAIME
* marks the source's active call; other numbers are inactive results; i = inactive; ? = inconclusive; . = not tested or not shown; & = joins results of further samples; [ ] = another dose, or the depositor's remark. Unless noted, calls follow the shape of the dose curve; as a rule, active = well fitted curve in the direction sought with a large enough effect; inconclusive = small, poorly fitted or top-dose-only effect, or another doubt; inactive = no such curve, though single readings can be large; an effect the other way counts as inactive or inconclusive. Potency is read from the fitted curve at half-maximal effect. These rows are one share of the data; the hit share may differ from the screen's.

SMILES	G9a block	Pin1 inh	GLS inh	BAZ2B block	Tb PGK inh	BLM inh	Pol iota inh	HP1b binding inh	JMJD2A Tudor
O=C(NCCCN1CCOCC1)c1cc2c(s1)CCCC2	-7%[12.7 µM]	0%	-4%	-38%	-2%	-2%	?	28%	-34%
CC(C)(C)c1ccccc1OCCOCCNCc1ccccc1	14µM*	-4%	0%	79µM*	-11%	3%	42%	?	22µM*
COC(=O)c1scc(C)c1N/N=C(\C)c1ccc(F)cc1	43%[59 µM]	0%	-2%	43%[activator]	0%	-2%	12%	75%[activator]	50%[activator]
CCOc1cccc(/C(O)=C2/C(=O)C(=O)N(CCN3CCOCC3)C2c2cccnc2)c1 (centres undefined)	?	2%	8%	-24%	-5%	-2%	?	43%[activator]	-8%
Cc1ccc(N2CC(NS(=O)(=O)c3cccs3)CC2=O)cc1C (centres undefined)	-27%	1%	2%	-16%	-9%	.	13%	22%	-5%
CCCOc1cccc(C(=O)NCCCNC(=O)c2ccccn2)c1	.	-5%	4%	1%	14%	-1%	28%	7%	-12%
COc1ccc(C(=O)c2c(N)c(C(=O)Nc3cccc(OC)c3)c3ccccn23)cc1	28µM*	-9%	-6%	0%	.	1%	-23%	6%	-22%
COCc1cc(C)nc2sc(C(=O)N3CCCC3)c(N)c12	?	-2%	-9%	0%	-4%	-10%	?	17%	?
Cc1ccc(CNC(=O)C2CC(c3cccc(F)c3)=NO2)cc1 (centres undefined)	-40%[59 µM]	-1%	-2%	-5%	6%	7%	41%[activator]	43%[activator]	-7%
COc1ccc(NC(=O)Cn2nnc(C(=O)NCc3ccccc3OC)c2N)cc1Cl	?	-14%	1%	-1%	0%	0%	0%	15%	-18%
CCCCNC(=O)C1CC(c2cccc([N+](=O)[O-])c2)=NO1 (centres undefined)	10%[59 µM]	0%	-4%	5%	-2%	-1%	15%	80%[activator]	-14%
C=CCNC(=S)/C(=C(\[O-])c1ccc(Cl)cc1)[n+]1ccccc1	.	0%	-6%	-17%	16%	4%	30%	30%	-13%
CCOc1ccc(CSC(=N)N)cc1	-9%[59 µM]	8%	-12%	-5%	-1%	-8%	0%	32%	-11%
Cc1ccc(-c2sc(-c3cccnc3)nc2CC(=O)O)cc1	4%[59 µM]	2%	-9%	-14%	-2%	-3%	26%	22%	-17%
Cc1ccc(NC(=O)CC2SC3=NCCN3C2=O)cc1 (centres undefined)	7.1µM*	0%	-15%	-6%	i	3%	18%	37%[activator]	-10%
CCCn1c(N)c(C(=O)COC(=O)c2c(C)noc2C)c(=O)n(C)c1=O	-19%[59 µM]	-6%	-11%	0%	-8%	1%	22%	72%[activator]	-4%[11.4 µM]
Cc1cc(NC(=O)COC(=O)[C@H](C)NC(=O)c2ccccc2)no1	-7%[2.33 µM]	0%	-4%	8%	-6%	-1%	-3%	15%	-8%
O=C(N/N=C/C(Br)=C/c1ccccc1)c1ccc([N+](=O)[O-])cc1	-6%[59 µM]	34%[activator]	2%	?	-15%	-16%	-16%	5%[57 µM]	?
Cc1cc(C)c2c(=O)n(CC(=O)N3CCC(N4CCCCC4)CC3)sc2n1	1µM*	0%	1%	3%	-7%	-4%	17%	3.5µM*	3.2µM*
COc1ccc2c(c1)C1=NN(/C(C)=C\C(C)=O)C(c3ccccc3)C1CC2 (centres undefined)	?	31%[activator]	2%	-11%	.	-6%	33%[activator]	-13%	-26%
CCc1sc(C(=O)N2CCc3cc(OC)c(OC)cc3C2CC(=O)O)cc1C (centres undefined)	-10%[12.7 µM]	-6%	2%	6%	i	.	73%[activator]	33%	-17%
S=c1nc[nH]c2c1ncn2-c1ccccc1	.	-6%	-5%	.	6%	.	13%	15%[57 µM]	0.63µM*
Cc1cc(C)c2[nH]c(O)c(N=Nc3ccc(C(=O)O)cc3)c2c1	?	5%	15%	-27%	-5%	-7%	-8%	-21%	-28%
O=C(NCc1ccccc1)c1ccc(CSc2nc3cccnc3n2Cc2ccccc2F)cc1	3.5µM*	12%	11%	22µM*	i	-1%	?	?	5.6µM*
CCn1cc(CN2CCN(Cc3cccc(OC)c3)C(CCO)C2)c(C)n1 (centres undefined)	15%[12.7 µM]	-7%	11%	-13%	.	1%	9%	57%[activator]	2%
Oc1nc(Nc2ccc(Cl)cc2Cl)sc1/C=C1\C=Nc2ccccc21	4.5µM*	42%[activator]	16%	?	-10%	-11%	?	?	?
O=Cc1ccc(Oc2ncccn2)cc1	3%[59 µM]	0%	3%	6%	3%	3%	57%[activator]	24%	8%
COC(=O)c1ccc(CO/N=C/c2ccc(OC)cc2)o1	47%[activator]	-8%	-19%	102%[activator]	-6%	-5%	60%[activator]	103%[activator]	30%
COc1ccccc1NC(=O)CSc1nnc2ccc(-c3ccccn3)nn12	-32%	3%	-3%	2%	15%	.	19%	41%[activator]	-2%
CSc1ccccc1NC(=O)c1cc(-c2ccco2)on1	?	?	-6%	-2%	-5%	-4%	7%	0%	-10%
CCN(CC)C(=O)c1nc[nH]c1C(=O)N(CC)CC	-10%[2.33 µM]	-5%	-1%	11%	-9%	.	30%[activator]	31%	-21%
COC(=O)COc1cccc(NC(=O)c2ccc(Cl)cc2)c1	23%	-6%	22%	-15%	i	-3%	70%[activator]	4%	?
O=C(Nc1cccc2ccccc12)OCc1ccccc1	.	-2%	-6%	.	-1%	.	-4%	4%[57 µM]	7%
CCCCn1nnnc1SCC(=O)Nc1cccc(C)c1	24%[59 µM]	-8%	-1%	1%	-5%	1%	100%[activator]	24%	-21%
CCOC(=O)C1=C(C)NC(C)=C(C(=O)OCC)C1C	31%&6%	-1%	14%	-1%&11%	-7%	-2%&0%	5%	43%[activator]	2%
CCC(C)NC(=O)C1CCN(S(=O)(=O)N2CCCC2)CC1 (centres undefined)	-7%[59 µM]	-1%	2%	7%	.	-4%	-4%	5%	2%
O=C(CCN1CCN(c2ccccc2F)CC1)Nc1ccc2c(c1)OCO2	18%[59 µM]	-10%	9%	3%	.	1%	5%	7%	-13%
CCOC(=O)Cc1cc(=O)[nH]c(/N=C(\N)Nc2ccc(OC)cc2)n1	?	6%	3%	0%	-11%	-8%	7%	-6%	?
O=C1CC(SCc2nc3ccccc3[nH]2)C(=O)N1c1cccc(Cl)c1 (centres undefined)	18µM*	6%	2%	0%	-5%	-3%	20%	32%[activator]	-22%
COc1ccc(-c2csc(NC(=O)c3ccoc3C)n2)cc1	50µM*	0%	0%	?	11%	-13%	43%[activator]	0%	-14%
O=C(O)c1ccc(N/N=C/c2cn(Cc3ccc(F)cc3)c3ccccc23)cc1	45µM*	?	11%	45µM*	-3%	-8%	?	-31%	56µM*
COc1ccc(NC(=O)CN(C)C(=O)c2cc(-c3ccccc3)nc3ccccc23)cc1	-7%[59 µM]	5%	1%	2%	9%	.	1%	3%	-30%
CCCCCCCC(=O)NNC(=O)c1ccc([N+](=O)[O-])cc1	45%[0.501 µM]	1%	9%	-28%[57.1 µM]	5%	-2%	21%	6%	-15%
c1ccc(Cc2noc(CN3CCN(C4CCc5ccccc5C4)CC3)n2)cc1 (centres undefined)	-30%	-9%	-6%	?	14%	-1%	128%[activator]	-4%	-17%
CC(C)(Oc1ccc(Br)cc1Cl)C(=O)Nc1ccon1	62%[activator]	-3%	-3%	?	i	-6%	-4%	48%[activator]	5%

Compounds from the list above with a nitro group on carbon:
SMILES	G9a block	Pin1 inh	GLS inh	BAZ2B block	Tb PGK inh	BLM inh	Pol iota inh	HP1b binding inh	JMJD2A Tudor
CCCCNC(=O)C1CC(c2cccc([N+](=O)[O-])c2)=NO1 (centres undefined)	10%[59 µM]	0%	-4%	5%	-2%	-1%	15%	80%[activator]	-14%
O=C(N/N=C/C(Br)=C/c1ccccc1)c1ccc([N+](=O)[O-])cc1	-6%[59 µM]	34%[activator]	2%	?	-15%	-16%	-16%	5%[57 µM]	?
CCCCCCCC(=O)NNC(=O)c1ccc([N+](=O)[O-])cc1	45%[0.501 µM]	1%	9%	-28%[57.1 µM]	5%	-2%	21%	6%	-15%

The results go on.
SMILES	G9a block	Pin1 inh	GLS inh	BAZ2B block	Tb PGK inh	BLM inh	Pol iota inh	HP1b binding inh	JMJD2A Tudor
CC(NCc1ccc(-c2ccccc2)cc1)C(O)c1ccccc1 (centres undefined)	-2%[59 µM]	-2%	-3%	-9%	-2%	1%	2%	22%	-11%
CCCCOCCCNS(=O)(=O)Cc1ccccc1	-4%[59 µM]	6%	8%	4%	i	-1%	-7%	8%	-14%
O=C(CN1CCCCC1)N=Nc1c(O)[nH]c2ccccc12	.	2%	-1%	-7%	9%	3%	7%	40%[activator]	-14%
CCCc1cc(C(=O)Nc2ccc(F)c(Cl)c2)no1	16%	-1%	-19%	23%	-3%	-3%	?	-11%	11%
COc1cccc(N=Cc2c(O)n(-c3cccc(C)n3)c(=O)c3ccccc23)c1	?	-4%	3%	-35%	-5%	-3%	27%	3%	?
Cc1ccc(NC(=O)N2CCCC2C(=O)NCCc2ccccc2)cc1 (centres undefined)	-4%	8%	-7%	10%	3%	-3%	13%	23%	-5%
O=C(/C=C\c1ccco1)Nc1nc(-c2ccccc2)cs1	?	3%	2%	?	-1%	-12%	16%	-11%	-14%
COC(=O)c1cc(-c2ccc(S(=O)(=O)N3CCCCC3)cc2)c(C(F)(F)F)s1	90%[activator]	12%	0%	47%[activator]	-5%	-6%	-8%	88%[activator]	14%
Cc1cc(C)cc(Nc2c(F)c(F)c(F)c(F)c2C(=O)O)c1	-1%	-2%	1%	-20%	1%	-2%	-12%	14%	-6%
CCOC(=O)c1c(NC(=O)CSc2c[nH]c3ccccc23)sc2c1CCC2	-19%	13%	7%	?	-5%	-10%	39%[activator]	-13%	?
O=C(O)c1ccc(NCc2nc3cc4ccccc4cc3[nH]2)cc1	.	-5%	4%	.	-1%	.	1%	8%	-24%
O=c1[nH]ncn1-c1ccccc1	.	-2%	3%	7%	-8%	-1%	145%[activator]	25%	-8%
